influenza NS1A = H1N1 influenza NS1A inhibitors, functional cell based assay (AID 504329); NS1A functional cell-based assay, percent inhibition; higher % means a stronger effect; one-dose inhibition, % at 12.5 µM; IC50 in µM for titrated hits; hit rate 0.3% among 340,000; in the data active = a potency from the dose series; inconclusive = inhibition above about 27% without an active follow-up result; note: strong numbers were not always called active
inhibitors of VEEV = inhibitors of VEEV TC-83 cytopathic effect, confirmation, Vero cells (AID 588727); inhibition, % at 20 µM; hits with a dose series show IC50 in µM; Vero cells, VEEV TC-83 cytopathic effect inhibition; higher % means a stronger effect; hit rate 0.13% among 350,000; in the data active = a potency from the dose series; inconclusive = inhibition mostly from about 14% at the one dose, without a potency; inactive = the rest, 99 in 100 with inhibition below about 12%; note: strong numbers were not always called active
tuberculosis growth = growth inhibition of non-replicating M. tuberculosis (AID 488890); hit rate 0.39% among 320,000; Mycobacterium tuberculosis non-replicating, growth inhibition; higher % means a stronger effect; one-dose inhibition, % at 25 µM; IC50 in µM for titrated hits; in the data active = a potency from the dose series; inconclusive = inhibition mostly from about 82% at the one dose, without a potency; inactive = the rest, 99 in 100 with inhibition below about 76%;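 note: plate controls were DMSO cells for no effect and high antibiotic wells for full effect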
Salmonella PhoP GFP = PhoP regulon inhibitors, Salmonella typhi PhoP promoter GFP reporter, confirmatory (AID 1850) | Salmonella Typhi PhoP-promoter GFP reporter, fluorescence, 4 h; higher % means a stronger effect | inhibition, % at 50 µM, or IC50 in µM where a hit was titrated | hit rate 0.33% among 310,000; in the data active = a potency from the dose series; inconclusive = inhibition mostly from about 25% at the one dose, without a potency; inactive = the rest, 99 in 100 with inhibition below about 19%;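 note: 0% = induced wells with vehicle and 100% = uninduced wells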
H37Rv inhibition = M. tuberculosis growth inhibition, HTS (AID 449762). M. tuberculosis H37Rv growth inhibition, 7H9 media; higher % means a stronger effect. hit rate 0.59% among 330,000. inhibition, % at 25 µM, or IC50 in µM where a hit was titrated; in the data active = a potency from the dose series; inconclusive = inhibition above about 70% without an active follow-up result;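 note: bacterial growth assessed after seven days of incubation; strong numbers were not always called active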
inhibitors of VEEV 10K pilot screen = further read-out of inhibitors of VEEV, marked with its call; inhibition, %; measured here: 10K pilot screen inhibition
Active calls of the source: *; i = inactive; ? = inconclusive; · = not tested or not shown.

SMILES | influenza NS1A | inhibitors of VEEV | tuberculosis growth | Salmonella PhoP GFP | H37Rv inhibition | others
Cn1c2c(c(=O)n(C)c1=O)C(c1ccccc1Cl)C(C#N)=C(N)O2 (stereo not given) | -1% | 0.3% | -18% | -2% | -3%
COc1ccc2[nH]c(C(O)(Cc3cccnc3)Cc3cccnc3)cc2c1 | 5% | 1.9% | -10% | -6% | 7% | inhibitors of VEEV 10K pilot screen=1.3
CC1(C)CC(N(Cc2ccc(F)cc2)C(=O)c2ccc(F)cc2)CCO1 (stereo not given) | 9% | 2.5% | 27% | -10% | 6%
Cc1cc(/C=C2\C(=O)NC(=O)N(c3cccc(F)c3)C2=O)c(C)n1-c1cc(C(=O)O)cc(C(=O)O)c1 | 7% | 5.3% | -5% | -3% | -1% | inhibitors of VEEV 10K pilot screen=0.5
CN(C)c1cccc(C(=O)OCC(=O)Nc2ccccc2-c2ccccc2)c1 | -7% | 0.4% | -3% | -6% | 4%
CCn1c(SCC(=O)c2[nH]c(C)c(C(C)=O)c2C)nnc1-c1ccncc1 | -3% | 0.1% | 10% | 6% | 0%
COc1ccccc1NC(=O)c1cnc(SC)nc1 | 0% | 1.9% | i | -6% | 1%
Cc1ccc(C2(c3ccc(C)cc3)NC(=O)N(CC(=O)NCCCN3CCCC3=O)C2=O)cc1 | 0% | 0.5% | 17% | · | 1%
CC(=O)n1cc(/C=N/NC(N)=S)c2ccccc21 | -5% | 0.9% | 54% | -5% | ?
O=C1NC[C@H](Cc2ccc(O)cc2)N(CC2CCCCC2)C1=O | 0% | 0.6% | 7% | -8% | 5%
CCOC(=O)CN1C(=O)c2ccccc2Sc2ncccc21 | -2% | 0.4% | -4% | -9% | 2%
O=C(C1=C(O)C(=O)N(CCCn2ccnc2)C1c1ccc(F)cc1)c1ccco1 (stereo not given) | -7% | 0.1% | · | 8% | -1%
CCOc1ccccc1NC(=O)CNS(=O)(=O)c1ccc2nc(C)sc2c1 | -6% | 1.4% | 9% | 6% | 4%
CC(C(=O)OCC(=O)Nc1ccc2c(c1)OCO2)N1C(=O)c2ccccc2C1=O (stereo not given) | 10% | 0.8% | 26% | 9% | 58%
O=C(CN1CCN(c2ccc(O)cc2)CC1)Nc1cc(S(=O)(=O)N2CCCCC2)ccc1Cl | 18% | 6.0% | 28% | 0% | -7%
CCOC(=O)c1[nH]c2c(c1C)C(=O)CC(c1ccco1)C2 (stereo not given) | 11% | 7.2% | 30% | 0% | -3%
O=C1Nc2ccc(C(F)(F)F)cc2N2CCCC12 (stereo not given) | · | · | 14% | -12% | 30%
COC(=O)C1=C(c2ccc(F)cc2F)C[C@@H]2CC[C@H]1N2C(=O)NC1CC1 | 4% | 1.9% | -5% | · | -6%
S=c1[nH]c2ccccc2c2ccccc12 | -6% | i | -15% | 2% | 6%
O=C(Nc1ccc2c(c1)OCO2)c1sc2cc(Cl)ccc2c1Cl | 7% | 0.8% | 6% | -5% | -7%
CCOC(=O)OC(C)OC1=C(C(=O)Nc2ccccn2)N(C)S(=O)(=O)c2ccccc21 (stereo not given) | · | · | -7% | 3% | 2%
COc1cc(C2NC(=O)NC(C)=C2C(=O)NCc2ccccc2)c(Cl)cc1O (stereo not given) | -2% | 0.8% | -19% | 9% | 1%
NS(=O)(=O)c1ccc(NC(=O)COc2ncnc3c2cnn3-c2ccccc2)cc1 | -3% | 0.8% | 8% | 1% | -6%
CN1CCN(c2ccc(CNS(=O)(=O)Cc3ccc(Cl)cc3)cc2)CC1 | -1% | 1.4% | 11% | 4% | -4%
CCCCCn1c(=O)c(C(=O)Nc2ccccc2)c(O)c2ccccc21 | -5% | 3.6% | 17% | 3% | 5%

Next part.
SMILES | influenza NS1A | inhibitors of VEEV | tuberculosis growth | Salmonella PhoP GFP | H37Rv inhibition | others
c1ccc(CCc2nn3c(-c4ccncc4)nnc3s2)cc1 | -1% | 1.5% | 22% | -3% | -4%
O=C(CCCNC(=O)c1ccc(Cl)cc1)Nc1ccc(S(=O)(=O)Nc2ncccn2)cc1 | 1% | 0.4% | 6% | 11% | -3%
CCN1CCN(C(=O)c2ccc3c(=O)n(Cc4ccccc4OC)c(=S)[nH]c3c2)CC1 | -9% | i | 11% | -5% | 0%
CCOc1ccc(C(=O)Nc2cccc(NC(=O)c3cccs3)c2)cc1[N+](=O)[O-] | 2% | 7.0% | · | · | ·
O=C(c1ccc(Br)o1)N(Cc1ccccc1)c1ccccn1 | -4% | i | 3% | -12% | 14%
COc1ccc(N/C(C)=C2/C(=O)C(=O)N(CCO)C2c2ccc([N+](=O)[O-])cc2)cc1 (stereo not given) | 4% | 3.3% | 6% | -4% | ? | inhibitors of VEEV 10K pilot screen=0.0
CCOC(=O)c1ccccc1NC(=O)c1cccnc1 | -1% | 4.4% | 10% | 0% | 1%
O=C(O)c1cccc(COc2ccccc2Cl)c1 | -3% | i | 48% | -9% | -9%
CC1=C(C)/C(=N\OS(=O)(=O)c2ccccc2)C=CC1=O | >100µM* | i | 1.5µM* | 11% | ?
N#Cc1ccccc1Sc1ccccc1N | 26% | i | 6% | -5% | 5%
O=C(C1=C[C@@H](C2CCCCC2)C[C@@H](OCCCCO)O1)N1CCOCC1 | -10% | 0.9% | 27% | 12% | 0%
COc1ccc(C(C)=O)cc1CSc1nc2ccccc2o1 | 4% | 4.8% | 25% | -8% | -2% | inhibitors of VEEV 10K pilot screen=4.1
CCOC(=O)c1c(NC(C)=O)sc2c(O)c(CN3CCN(CC)CC3)ccc12 | 7% | i | -4% | 13% | -5%
Cc1cc(C)n2nc(C(=O)OCC(=O)Nc3ccc4c(c3)OC(F)(F)O4)nc2n1 | -6% | 0.5% | -11% | -6% | -3%
COc1ccc(C(=O)NC(=S)NCc2cccnc2)cc1[N+](=O)[O-] | -4% | 1.4% | 3% | -7% | -9%
O=Cc1cn(Cc2ccc(F)cc2)c2ccccc12 | -7% | 0.7% | -9% | -5% | 12%
Cc1cc(-c2csc3nc[nH]c(=S)c23)cc(C)c1C | -1% | i | 76% | 5% | ?
COC(=O)CCCc1nc2ccccc2s1 | -8% | 2.0% | -9% | -5% | -3%
Cc1cccc2c1N1C(=O)c3c(C(=O)O)cccc3C1CC2C (stereo not given) | 19% | 0.6% | 25% | -19% | -5%
CC(C)C(=O)N1CCC2(CC1)Oc1ccc(F)cc1C(=O)C21CC(c2ccccc2)=NO1 (stereo not given) | 0% | 6.4% | 44% | -6% | 7%
Cc1[nH]nc2c1C(c1ccc(-c3ccc(Cl)cc3)o1)C(C#N)=C(N)O2 (stereo not given) | 1% | 5.7% | 2.2µM* | -2% | ?
CCOc1ccc(CCNC(=O)Cn2nc(C)c3c(C)n(-c4ccccc4)nc3c2=O)cc1 | 12% | 1.2% | -1% | 0% | 5%
CN(CC(=O)Nc1ccc(F)cc1)C(=O)COC(=O)c1cccc(N(C)C)c1 | -19% | 0.1% | 6% | · | 2%
Cc1cc(C)c2ccc(/C=N/O)nc2c1O | 6% | 3.9% | 5.8µM* | -21% | ?
CC(C)c1ccc(NC(=O)N2CCCC2C(=O)Nc2ccc(-n3cnnn3)cc2)cc1 (stereo not given) | 3% | 0.1% | 47% | -2% | -2%

Later entries.
SMILES | influenza NS1A | inhibitors of VEEV | tuberculosis growth | Salmonella PhoP GFP | H37Rv inhibition | others
Cc1noc(-c2ccc(Cl)cc2)c1C(=O)O/N=C(\N)c1ccc(C(C)(C)C)cc1 | 13% | 24% | 48% | 6% | -3%
COc1ccc(Cl)cc1C(=O)O/N=C(\N)c1ccncc1 | 4% | 4.7% | -20% | 4% | -2%
Cc1ccc(O)c(/C=N/NC(=O)Cc2ccc(Cl)cc2)c1 | 16% | ? | 66% | -2% | -2%
CN(C[C@H](Cc1ccccc1)N(C[C@H](c1ccccc1)N(CCc1ccccc1)N=O)N=O)N=O | -1% | i | 19% | 1% | -5% | inhibitors of VEEV 10K pilot screen=0.3
COc1cc(/C=C/C(=O)OCC(=O)Nc2ccccc2Cl)cc(OC)c1OC | -1% | 1.3% | 5% | -8% | 6%
COc1ccc(-c2noc(CCC(=O)N3CCN(c4ccccc4)CC3)n2)cc1 | -6% | 0.1% | · | · | ·
O=C(COc1ccccc1)Nc1c(C(=O)N2CCC(N3CCCCC3)CC2)oc2ccccc12 | 0% | 0.2% | -17% | 1% | -5%
CC(C)c1ccc(OCC(=O)NCc2ccccc2)cc1 | -3% | 0.4% | i | -4% | 3%
CCOCCCNC(=O)CNC(=S)N(Cc1ccc(C)cc1)Cc1ccco1 | 0% | 0.6% | 24% | -19% | 6%
CCn1c(SCC(=O)Nc2ccc(N(C)C)cc2)nnc1-c1ccco1 | 7% | i | -5% | 7% | 1%
O=Cc1cn(Cc2c(F)cccc2Cl)c2ccccc12 | 1% | 5.5% | 22% | 1% | 1%
CCS(=O)(=O)N1CCN(c2ccc(S(=O)(=O)N3CCOCC3)cc2)CC1 | 6% | 0.1% | 0% | 1% | -3% | inhibitors of VEEV 10K pilot screen=0.5
Cc1cccc(C(=O)Nc2cccc3cccnc23)c1 | -7% | 0.3% | 56% | -3% | 25%
Cc1cccc(Cn2ccc(N)n2)c1 | 0% | 1.0% | 9% | -3% | -3%
O=S(=O)(NCc1ccccc1)c1ccc2c(c1)OCCO2 | 3% | 0.6% | -2% | 6% | -1% | inhibitors of VEEV 10K pilot screen=1.1
N#Cc1c(-c2ccccc2F)cc(-c2cccnc2)nc1N | -1% | 5.5% | -1% | -9% | -9%
COc1ccccc1N1CCN(Cc2ccc3c(c2)OCO3)CC1 | 3% | i | -3% | -3% | -11%
COc1ccc(/C=C2/C(=O)N(Cc3ccco3)C(=O)N(C(C)C)C2=O)cc1 | -6% | 0.1% | -7% | 4% | 1%
COc1ccc(N2CCN(C(=O)c3cc(=O)c4cc(Cl)ccc4o3)CC2)cc1 | 18% | 0.4% | 4% | -3% | 7%
Cc1c(Cl)cccc1NC(=O)CSc1ncnc2c1cnn2CCO | 2% | i | 30% | 10% | 6%

As a working copy, part of the list above.
SMILES | influenza NS1A | inhibitors of VEEV | tuberculosis growth | Salmonella PhoP GFP | H37Rv inhibition | others
CC(C)c1ccc(OCC(=O)NCc2ccccc2)cc1 | -3% | 0.4% | i | -4% | 3%
CCOCCCNC(=O)CNC(=S)N(Cc1ccc(C)cc1)Cc1ccco1 | 0% | 0.6% | 24% | -19% | 6%
CCn1c(SCC(=O)Nc2ccc(N(C)C)cc2)nnc1-c1ccco1 | 7% | i | -5% | 7% | 1%
O=Cc1cn(Cc2c(F)cccc2Cl)c2ccccc12 | 1% | 5.5% | 22% | 1% | 1%
CCS(=O)(=O)N1CCN(c2ccc(S(=O)(=O)N3CCOCC3)cc2)CC1 | 6% | 0.1% | 0% | 1% | -3% | inhibitors of VEEV 10K pilot screen=0.5
Cc1cccc(C(=O)Nc2cccc3cccnc23)c1 | -7% | 0.3% | 56% | -3% | 25%
Cc1cccc(Cn2ccc(N)n2)c1 | 0% | 1.0% | 9% | -3% | -3%
O=S(=O)(NCc1ccccc1)c1ccc2c(c1)OCCO2 | 3% | 0.6% | -2% | 6% | -1% | inhibitors of VEEV 10K pilot screen=1.1
N#Cc1c(-c2ccccc2F)cc(-c2cccnc2)nc1N | -1% | 5.5% | -1% | -9% | -9%
COc1ccccc1N1CCN(Cc2ccc3c(c2)OCO3)CC1 | 3% | i | -3% | -3% | -11%
COc1ccc(/C=C2/C(=O)N(Cc3ccco3)C(=O)N(C(C)C)C2=O)cc1 | -6% | 0.1% | -7% | 4% | 1%
COc1ccc(N2CCN(C(=O)c3cc(=O)c4cc(Cl)ccc4o3)CC2)cc1 | 18% | 0.4% | 4% | -3% | 7%
Cc1c(Cl)cccc1NC(=O)CSc1ncnc2c1cnn2CCO | 2% | i | 30% | 10% | 6%
